# D3 antag – blocks the human D3 dopamine receptor; D3R cells, DiscoveRx beta-arrestin luminescence, antagonist mode; hits give low values; max response, negative = inhibition, %; 2.5% of 360,000 active; AID 652054; in the data active = max response below about -50%; inconclusive = no clear call, values can overlap the other calls; note: % is set by controls: 0 for no effect and ±100 for the full control effect; mostly tested at two doses, the higher about 12 µM
#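 Cells plated overnight at 1500 cells/well, then exposed to library compounds with dopamine controls for 90 minutes at 37 degrees C. DiscoveRx reagent added for 30–60 minutes at room temperature; luminescence read, quantitative HTS format.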
# pAkt inh – Akt phosphorylation inhibition; AID 651550; activity change, % for hits at 50 µM; Neuro2A IGF-stimulated pAkt S473 HTRF, 20 min; hits give low values; 0.32% of 360,000 active; in the data active = activity change below about -80%; inconclusive = mostly about -51% to -80%; note: % is set by controls: 0 for no effect and ±100 for the full control effect
#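 Single-point screen (50 µM final compound) in Neuro2A cells stimulated 20 min with 6 nM IGF at 37 deg C. After lysis, Ser473-phosphorylated Akt read by HTRF (ex 330 nm, em 615/665 nm) as the 665/615 ratio.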
# Abeta yeast res – compounds reversing amyloid beta toxicity in yeast; yeast expressing A-beta42, growth rescue, OD600, 48 h; response scale: 0% DMSO, 100% iron-clioquinol control; Potency, µM (doses to about 46.1 µM), inactives show at the highest dose growth rescue, usual class: activators; 0.063% of 410,000 active; note: potency is the fitted concentration of half-maximal effect; nearly all actives have a fitted effect of over 55% in size
#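 Yeast growth medium received pinned compounds, then yeast cells expressing toxic A-beta were added; plates incubated at 30 C for 48 hr. Growth read as absorbance at 600 nm, normalized to DMSO and equimolar FeCl3 plus clioquinol controls.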
# PTHR1 ag – PTHR1 (human) receptor agonism | HEK293 GP2 PTHR1 cells, GloSensor cAMP luminescence, 1 h | Potency, µM (top dose mostly 115 µM), without a hit: at the highest dose activation, hits mostly activators | 0.075% of 410,000 active; note: potency is the fitted concentration of half-maximal effect; nearly all actives have a fitted effect of over 55% in size; some results filed as inactive show a strong effect at the top dose; inactives centre near -15; many of its hits are not listed in these tables
# Target sequence (Q03431 whole entry, looked up): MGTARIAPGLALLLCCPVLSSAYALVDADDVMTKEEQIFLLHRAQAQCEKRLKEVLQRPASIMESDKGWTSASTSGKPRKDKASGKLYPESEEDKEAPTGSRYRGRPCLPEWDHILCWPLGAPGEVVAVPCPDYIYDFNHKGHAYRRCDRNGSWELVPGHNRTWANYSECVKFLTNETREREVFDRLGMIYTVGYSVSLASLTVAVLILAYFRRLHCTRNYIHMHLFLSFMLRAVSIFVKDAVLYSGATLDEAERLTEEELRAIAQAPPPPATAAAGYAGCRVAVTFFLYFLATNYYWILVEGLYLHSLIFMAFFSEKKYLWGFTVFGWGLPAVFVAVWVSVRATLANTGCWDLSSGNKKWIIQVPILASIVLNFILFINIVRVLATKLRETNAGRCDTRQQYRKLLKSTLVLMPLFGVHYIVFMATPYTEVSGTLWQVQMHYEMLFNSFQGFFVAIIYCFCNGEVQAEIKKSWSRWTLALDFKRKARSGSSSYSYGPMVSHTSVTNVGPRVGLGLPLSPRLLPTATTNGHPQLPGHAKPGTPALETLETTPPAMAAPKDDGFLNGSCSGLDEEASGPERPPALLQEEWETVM
#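 HEK-293-derived GP2 cells expressing PTHR1 and a GloSensor cAMP reporter, 3,000/well, plated overnight, given luciferin plus IBMX (each 0.5 mM as added) for 1 h at 37 °C, then compound for 1 h at 37 °C. Luminescence was read after 15 min at room temperature.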
# GLP1R ag – activates the human GLP-1 receptor. Potency, µM (highest dose often 45.6 µM), for the others: at the highest dose activation, most hits filed as activators. AID 624172. 0.007% of 380,000 active. HEK293 GLP-1R CRE-luciferase, luminescence, 4-6 h; cells express a hypersensitive GLP-1R form; note: potency is the fitted concentration of half-maximal effect; % of control where 0% means no effect
# Target sequence (P43220 whole entry, looked up): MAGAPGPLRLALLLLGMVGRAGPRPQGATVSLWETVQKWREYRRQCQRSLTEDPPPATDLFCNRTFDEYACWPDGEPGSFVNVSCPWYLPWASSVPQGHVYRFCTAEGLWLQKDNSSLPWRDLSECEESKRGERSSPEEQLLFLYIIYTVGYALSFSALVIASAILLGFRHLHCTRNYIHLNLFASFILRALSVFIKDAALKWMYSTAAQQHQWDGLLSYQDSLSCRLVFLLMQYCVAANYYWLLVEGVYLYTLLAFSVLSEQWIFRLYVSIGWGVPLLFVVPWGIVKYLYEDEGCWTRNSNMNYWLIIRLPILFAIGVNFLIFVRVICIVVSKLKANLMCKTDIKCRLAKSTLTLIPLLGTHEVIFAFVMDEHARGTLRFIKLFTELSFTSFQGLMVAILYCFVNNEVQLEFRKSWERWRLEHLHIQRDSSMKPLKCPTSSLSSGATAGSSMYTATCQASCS
# aSyn yeast inh – alpha-synuclein toxicity inhibition in yeast. Yeast expressing alpha-synuclein, growth rescue, BacTiter-Glo, 24 h. Potency, µM (top dose mostly 46.1 µM), for the others: at the top dose growth rescue (activation), actives largely listed as activators. 0.14% of 370,000 active. AID 652106; note: potency is the fitted concentration of half-maximal effect; % of control where 0% means no effect; nearly all actives have a fitted effect of over 65% in size
#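 Readout is rescue of growth in alpha-synuclein-expressing yeast, so inhibitors of toxicity appear as activators. Growth after 24 hr at 30 deg C in galactose medium is quantified by luminescence.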
# FUS suppressor – FUS proteinopathy suppression in yeast; S. cerevisiae FUS-expressing, growth rescue, OD600, 24 h; Potency, µM (highest dose often 76.6 µM), without a hit: at the top dose growth rescue (activation), usual class: activators; 0.24% of 390,000 active; AID 1347120;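 note: potency is the fitted concentration of half-maximal effect; plate controls were DMSO vehicle for no effect and reference control for full effect; nearly all actives have a fitted effect of over 55% in size; some results filed as inactive show a strong effect at the top dose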
#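 Restored growth of FUS-toxic S. cerevisiae, read as 600 nm absorbance after 24 h at 30C in galactose medium (starting OD 0.005). Controls CP55940 and DMSO.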
# GLP1R inv ag – acts as inverse agonist at human GLP-1 receptor; P43220; HEK293 GLP-1R CRE-luciferase, luminescence, 24 h; GLP-1R form is constitutively active; Potency, µM (series often up to 38.3 µM), inactives show top-dose activity change, negative = inhibition, most hits filed as inhibitors; 1.6% of 410,000 active; AID 624417; note: potency is the fitted concentration of half-maximal effect; % is set by controls: 0 for no effect and ±100 for the full control effect; nearly all actives have a fitted effect of over 55% in size
#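 Inverse agonism was detected as reduced cAMP-driven luciferase luminescence after 24 h compound treatment. The cells were HEK293 clones expressing constitutively active human GLP-1R with the reporter. Reporter-only and GPR119 cell lines served as counterscreen controls.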
# TDP-43 yeast inh – TDP-43 toxicity inhibition in yeast; TDP-43 expressing yeast growth rescue, BacTiter-Glo, 24 h; Potency, µM (top dose mostly 46.1 µM), without a hit: at the highest dose growth rescue (activation), usual class: activators; 1.8% of 410,000 active; AID 652104; note: potency is the fitted concentration of half-maximal effect; % of control where 0% means no effect; nearly all actives have a fitted effect of over 50% in size
#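 Galactose-induced TDP-43 yeast, OD600=0.02, compound pinned; 24 hr, 30 deg C; BacTiter-Glo luminescence for growth. Inhibitors of TDP-43 toxicity read as activators.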
# * hit, by the source's call; i = inactive; u = inconclusive; x = no result given; & = joins results of further samples; [ ] = dose if it differs, or a comment. Unless noted, calls come from the whole dose curve; as a rule, active = well fitted curve in the direction sought with a large enough effect; inconclusive = small, poorly fitted or top-dose-only effect, or another doubt; inactive = no such curve, though single readings can be large; an effect the other way counts as inactive or inconclusive. This is a subset, so the mix of outcomes need not match the whole.
SMILES,D3 antag,pAkt inh,Abeta yeast res,PTHR1 ag,GLP1R ag,aSyn yeast inh,FUS suppressor,GLP1R inv ag,TDP-43 yeast inh
CCC(Oc1ccc2c(c1)C(=O)CC(C)(C)O2)C(=O)NCCN1CCCCCC1 (stereo unspecified),u,i,-14%,-7%,-1%,0%,13%,-28%,-9%
O=C(NCCN1CCCCC1)c1cc(OCC(F)(F)F)ccc1OCC(F)(F)F,-53*,i,1%,-21%[57.5 µM],-4%,-5%,10%,-14%,6%
Cc1ccc2c(c1)C1CC(C)(O2)N(c2cccc(C(=O)N3CCN(c4ccccn4)CC3)c2)C(=O)N1 (stereo unspecified),14,i,2%,-5%,0%,-2%,4%,-6%,-15%
COC(=O)c1ccc(Oc2nc(NC(C)C)nc(SC)n2)cc1,18,i,5%,i,6%,-20%,-10%,u,18%
CC1Cc2ccccc2N1C(=O)c1cnc2n(c1=O)CCS2 (stereo unspecified),14,i,7%,-12%,-2%,1%,-16%,6%,17%
O=C(CNc1n[nH]c(=O)[nH]c1=O)N/N=C/c1cccnc1,-30,i,-6%,-1%,-1%,-6%,-5%,-13%,-4%
O=C(COc1ccc(Br)cc1Cl)c1ccc[nH]1,9,i,10%,-11%,8%,12%,13%,u,20µM*
N#Cc1ccc2ccn(CC(=O)NC3CCCCCC3)c2c1,-21,i,5%,i,-6%,4%,-2%,-30%,18%
Cc1ccc(S(=O)(=O)NCC(=O)OCc2nnc(-c3ccccc3)o2)cc1,9,i,1%,-23%,-2%,9%,6%,8%,4%
CC1(C(=O)N(CC(=O)NC2CCCC2)Cc2ccccc2)CC(=O)N=C2C=CC=CN21 (stereo unspecified),26,i,-11%,-10%,0%,-7%,-6%,11%,-15%
CC(OC(=O)C1=COCCO1)C(=O)NC(C)c1ccc(Cl)cc1Cl (stereo unspecified),-7,i,16%,-2%,2%,-1%,-9%,u,-13%
COCCN1C=C(C(=O)OC)C(c2ccc(OC)c(OC)c2)C(C(=O)OC)=C1,9,i,3%,-9%[57.5 µM],-4%,1%,8%,-3%,-14%
O=C(CCc1nc2ccccc2[nH]1)Nc1ccc(F)cc1,1,i,17%,-5%[57.5 µM],5%,-7%,-1%,65%[activator],-17%
Cc1ccc(C)c(/C=N/Nc2nc3ccccc3c(=O)n2O)c1,-13,i,-10%,i,2%,-9%,5%,17%,13%
CCN(CC)CCCNc1nc(N)c([N+](=O)[O-])c(NCCO)n1,-7,i,-8%,i,-6%,-7%,1%,-12%,0%
COc1cc(NC(=O)c2ccc3oc(=O)c(S(=O)(=O)c4ccccc4)cc3c2)cc(OC)c1,x,x,-7%,-20%,x,x,5%,7%,4%
CCOc1cc(C2C(C#N)=C(N)Oc3n[nH]c(-c4ccncc4)c32)cc([N+](=O)[O-])c1O (stereo unspecified),-7,i,-18%,i,1%,-2%,8%,38%[activator],-19%
NS(=O)(=O)c1ccc(CCNC(=O)C2CC(=O)N(Cc3ccccc3Cl)C2)cc1 (stereo unspecified),-6,i,10%,-9%,4%,0%,-10%,-2%,4%
CC(Nc1ccc(Br)cc1)C(=O)Nc1cccc(S(=O)(=O)N2CCOCC2)c1 (stereo unspecified),-2,i,-3%,-5%,11%,-1%,u,u,-9%
CN1CCC(C)(C(=O)Nc2cccc3c2CCCC3)C1 (stereo unspecified),0,i,-4%,-13%,-3%,-3%,-4%,3%,-6%
COc1ccc(OC)c(S(=O)(=O)Nc2cccc(-c3ccc4nncn4n3)c2)c1,4,i,-2%,-2%,21%,1%,-6%,125%[activator],-1%[0.397 µM]
CCN(CC)C(=O)c1ccc(C)c(Br)c1,6,i,-1%,i,17%,8%,-27%,-21%,12%
COCCNc1nc(Oc2ccc(CC(=O)OC)cc2)c2sc(-c3ccccc3)cc2n1,13,i,-3%,-4%,12%,7%,30%,0%,20%
O=C1NCC2=C1C(c1ccc(Br)cc1)Nc1ccccc1N2 (stereo unspecified),15,i,15%,i,-9%,13%,30%,-43%,-46%[inhibitor]
O=C(CCC(=O)N1CCOc2ccccc21)Nc1cc(F)ccc1F,6,i,23%,i,0%,2%,-20%,-13%,26%

# Reformatted as labelled records: entries from further up.
> O=C(COc1ccc(Br)cc1Cl)c1ccc[nH]1
  D3 antag: 9	pAkt inh: i	Abeta yeast res: 10%	PTHR1 ag: -11%	GLP1R ag: 8%	aSyn yeast inh: 12%	FUS suppressor: 13%	GLP1R inv ag: u	TDP-43 yeast inh: 20µM*
> N#Cc1ccc2ccn(CC(=O)NC3CCCCCC3)c2c1
  D3 antag: -21	pAkt inh: i	Abeta yeast res: 5%	PTHR1 ag: i	GLP1R ag: -6%	aSyn yeast inh: 4%	FUS suppressor: -2%	GLP1R inv ag: -30%	TDP-43 yeast inh: 18%
> Cc1ccc(S(=O)(=O)NCC(=O)OCc2nnc(-c3ccccc3)o2)cc1
  D3 antag: 9	pAkt inh: i	Abeta yeast res: 1%	PTHR1 ag: -23%	GLP1R ag: -2%	aSyn yeast inh: 9%	FUS suppressor: 6%	GLP1R inv ag: 8%	TDP-43 yeast inh: 4%
> CC1(C(=O)N(CC(=O)NC2CCCC2)Cc2ccccc2)CC(=O)N=C2C=CC=CN21 (stereo unspecified)
  D3 antag: 26	pAkt inh: i	Abeta yeast res: -11%	PTHR1 ag: -10%	GLP1R ag: 0%	aSyn yeast inh: -7%	FUS suppressor: -6%	GLP1R inv ag: 11%	TDP-43 yeast inh: -15%

# The listing picks up; the 2 compounds before the break are reprinted first.
SMILES,D3 antag,pAkt inh,Abeta yeast res,PTHR1 ag,GLP1R ag,aSyn yeast inh,FUS suppressor,GLP1R inv ag,TDP-43 yeast inh
O=C1NCC2=C1C(c1ccc(Br)cc1)Nc1ccccc1N2 (stereo unspecified),15,i,15%,i,-9%,13%,30%,-43%,-46%[inhibitor]
O=C(CCC(=O)N1CCOc2ccccc21)Nc1cc(F)ccc1F,6,i,23%,i,0%,2%,-20%,-13%,26%
Cc1cccc(CSc2nc3c(c(=O)[nH]2)CCC3)c1,14,i,-5%&-2%,-26%,-1%,2%,-6%&2%,12%&8%,21%&4%
Cc1cccc(CSc2nc3c(c(-c4cccs4)c2C#N)CN(C)CC3)c1,1,i,-10%,-12%,-16%,3%,13%,u,3%
Cc1cccc(NC(=O)CSc2nc3ccccc3nc2N2CCCC2)c1,25,i,6%,-13%,5%,7%,27%,u,22%
Cc1ccc(CN2CCN(/N=C/c3ccc(C(=O)O)cc3)CC2)c(C)c1,-22,i,11%,-8%,4%,10%,20%,62%[activator],-3%
O=C(c1cc(C2CC2)on1)N1CCN(c2ccccc2)CC1,3,i,-2%,i,14%,1%,-9%,-6%,28%
Cc1ccc(S(=O)(=O)NCCC(=O)NCCc2ccc(S(N)(=O)=O)cc2)cc1C,-23,i,-8%,21%,5%,-26%,-2%,4%,-3%
COc1ccc(C2=NOC(C)(c3nnc(Cc4ccccc4)o3)C2)cc1 (stereo unspecified),0,i,5%,i,-3%,1%,-24%,11%,10%
CCN(CC(=O)Nc1c(F)cccc1F)C(=O)CSC(=S)N1CCCC1,-1,i,9%,i,-1%,1%,18%,1%,7%
COc1ccc(CNC(=O)c2sc3nc4n(c(=O)c3c2C)CCC4)cc1,x,x,-2%,i,x,x,-22%,4%,21%
COc1ccc(NC(=O)c2sc(NC(=O)C3CC3)nc2C)cc1,-13,i,11%,-15%,13%,2%,-12%,-7%,0%
COc1ccc2nc(SCC(=O)NCc3ccc(S(N)(=O)=O)cc3)[nH]c2c1,7,i,-10%,-3%,8%,1%,29%,3%,-19%
COc1ccc(OCC(=O)N/N=C2\CCCc3ccccc32)cc1,-20,i,-9%,i,7%,-6%,19%,u,-13%
N#Cc1nc(COc2ccc(Br)cc2)oc1N1CCCC1,u,i,-5%,-3%,5%,-1%,10%,u,u
O=c1c2[nH]c3ccccc3c2ncn1C1CCCCC1,9,i,10%,-10%[57.5 µM],14%,-4%,-4%,u,u
Cc1cccc(NC(=S)N/N=C/c2cccn2Cc2ccc(F)cc2)c1,1,i,-11%,-22%,15%,9%,18%,u,u
CCCCNC(=O)C[C@@H]1C[C@@]2(C(=O)OCC)CCCC=C2N(CCc2ccc(OC)c(OC)c2)C1=O,-17,i,-5%,-2%,x,-3%,32%,1%,15%
Cc1ccc(S(=O)(=O)NC2=NCCCCC2)cc1,17,i,6%,i,-1%,1%,-20%,9%,10%
COc1ccc(C(C)=O)cc1CSc1nnc2c(Cl)cc(Cl)cn12,7,i,8%,i,13%,8%,14%,10%,17%
Cc1ccc(CN2CCN(/N=C/c3ccc(C(F)(F)F)cc3)CC2)cc1,-25,i,-10%,-22%,-15%,8%,x,-25%,7%
Cn1c(=O)[nH]c(=O)c2c1nc(CN(Cc1ccccc1)Cc1ccccc1)n2CCN1CCOCC1,-4,i,-2%,-16%,0%,-1%,18%,0%,-10%
Cc1ccc(OCC(=O)NCCN2CCOCC2)cc1C,18,i,5%,2%[57.5 µM],6%,0%,-18%,-17%,-15%
O=C(Oc1cc(=O)oc2ccccc12)c1cccnc1Cl,2,i,-8%,i,1%,12%,3%,-7%,3%[9.22 µM]
CCOC(=O)NN1C(=O)c2ccccc2NC1c1ccc(N(C)C)cc1 (stereo unspecified),-7,i,-29%,i,5%,3%,0%,22%,15%
Cc1ccccc1N=C/C=C1\N(C)c2ccccc2C1(C)C,-17,i,-5%,22%[57.5 µM],1%,0%,u,-3%,-3%
CCCOc1ccc(/C=N/NC(=O)CN2CCCCC2)cc1,-9,i,11%,-2%,-7%,-2%,3%,-15%,10%

# Source: PubChem (National Center for Advancing Translational Sciences (NCATS))
